HCV inh = qHTS Assay for Inhibitors of Hepatitis C Virus (HCV). Huh7.5.1 HCVcc-Cre infection, luciferase reporter, 44 h. Potency, µM (highest dose often 41.8 µM), for the others: at the top dose activity change, negative = inhibition, usual class: inhibitors. actives 3.4% (n = 340,000). AID 651820, 2012; further: potency means the concentration at half of the fitted maximal effect
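HCVcc-Cre virus at an moi near 0.5 was added right after compound to cells cultured 4 h from seeding (1,000 cells/well). Luciferase activity was determined 44 h later, 15 min after substrate addition at RT.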
Giardia FBPA inh = qHTS Assay for Inhibitors of Fructose-1,6-bisphosphate Aldolase from Giardia Lamblia; purified Giardia FBPA; Potency, µM (doses to about 59.6 µM), for inactives: at the highest dose activity, negative = inhibition, usual class: inhibitors; actives 0.71% (n = 290,000); further: potency means the concentration at half of the fitted maximal effect; nearly all actives have a fitted effect of over 55% in size
Target sequence (A8B2U2 whole entry, looked up): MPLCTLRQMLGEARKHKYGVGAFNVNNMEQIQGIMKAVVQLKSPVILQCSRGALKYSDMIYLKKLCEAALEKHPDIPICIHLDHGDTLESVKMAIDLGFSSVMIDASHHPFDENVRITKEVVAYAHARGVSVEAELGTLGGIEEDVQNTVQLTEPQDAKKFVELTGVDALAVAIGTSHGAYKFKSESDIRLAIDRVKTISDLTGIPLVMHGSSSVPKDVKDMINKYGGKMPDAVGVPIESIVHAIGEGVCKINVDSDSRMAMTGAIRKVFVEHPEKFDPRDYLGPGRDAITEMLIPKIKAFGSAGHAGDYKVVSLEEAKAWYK
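40 nM FBPA preincubated 10 min at RT with compound (up to 57.5 uM final), then substrate plus GAPDH/TPI/NAD/arsenate coupling and diaphorase/resazurin added. Fluorescence read after 20 min at RT, 525/598 nm.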
AmpC detergent = qHTS Inhibitors of AmpC Beta-Lactamase (assay with detergent) | AmpC hydrolysis of nitrocefin, absorbance 480 nm, 0.01% Triton | Potency, µM (series often up to 114 µM), without a hit: top-dose activity change, negative = inhibition, hits mostly inhibitors | actives 0.041% (n = 370,000) | AID 485294, 2010;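 further: potency means the concentration at half of the fitted maximal effect; 0% = no-compound wells and -100% = no-enzyme wells; nearly all actives have a fitted effect of over 25% in size; some results filed as inactive show a strong effect at the top dose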
Target sequence (P00811 whole entry, looked up): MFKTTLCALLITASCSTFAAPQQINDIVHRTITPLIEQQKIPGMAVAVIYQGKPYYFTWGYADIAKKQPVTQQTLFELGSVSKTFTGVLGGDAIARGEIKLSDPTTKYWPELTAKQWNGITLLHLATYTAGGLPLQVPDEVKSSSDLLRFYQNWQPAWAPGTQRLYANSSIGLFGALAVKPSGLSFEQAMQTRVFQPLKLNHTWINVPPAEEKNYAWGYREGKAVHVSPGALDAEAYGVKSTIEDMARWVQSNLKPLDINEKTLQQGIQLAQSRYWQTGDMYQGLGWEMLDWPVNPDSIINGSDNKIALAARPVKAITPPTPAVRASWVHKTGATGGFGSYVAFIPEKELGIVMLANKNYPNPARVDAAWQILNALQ
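20 mM phosphate pH 7.0 + 0.01% (detergent screen) or 0.0001% Triton X-100; 5.3 nM AmpC reagent; cpd preinc 15 min RT; nitrocefin (800 uM stock) to start; A480 q20 s × 4 min; Activity was normalised to no-enzyme and no-compound control wells.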
Sm TGR inh = qHTS Assay for the Inhibitors of Schistosoma Mansoni Peroxiredoxins. purified TGR, DTNB reduction, TNB absorbance 405 nm. Potency, µM (highest dose often 114 µM), for inactives: at the highest dose activity change, negative = inhibition, actives largely listed as inhibitors. actives 3% (n = 360,000). AID 485364, 2010; further: potency means the concentration at half of the fitted maximal effect; nearly all actives have a fitted effect of over 60% in size
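Kinetic colorimetric format: TGR-catalysed, NADPH-driven DTNB reduction monitored via TNB absorbance. Enzyme dispensed at 20 nM; compound exposure 15 min at room temperature before reaction start.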
AmpC no deterg = qHTS Inhibitors of AmpC Beta-Lactamase (assay without detergent) | Potency, µM (highest dose often 57.1 µM), for inactives: at the top dose activity change, negative = inhibition, actives largely listed as inhibitors | actives 0.52% (n = 330,000) | AmpC nitrocefin hydrolysis, absorbance 480 nm, 0.0001% Triton;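 further: potency means the concentration at half of the fitted maximal effect; plate controls were no compound for no effect and no enzyme for full effect; nearly all actives have a fitted effect of over 20% in size; some results filed as inactive show a strong effect at the top dose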
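AmpC (5.3 nM in the dispensed reagent) in 20 mM phosphate pH 7.0 with 0.01% (detergent screen) or 0.0001% Triton X-100 was preincubated with compounds for 15 min at room temperature. Nitrocefin was then added from an 800 uM solution, and hydrolysis was followed at 480 nm.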
HCMV antiviral = qHTS Assay for inhibitors of the human cytomegalovirus (HCMV) | HFF cells, HCMV-luciferase reporter, 72 h; hits give low values | activity change, negative = inhibition, % at 57.5 µM | actives 4.5% (n = 410,000); in the data active means activity change below about -60%; inconclusive means no clear call, values can overlap the other calls; inactive means above about -39%
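Human foreskin fibroblasts infected with luciferase-reporter HCMV at MOI 1 PFU/cell, compounds at two doses. Luciferase measured 72 h post infection; normalized to buffer-only basal and Salinomycin (10uM) controls.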
Active calls of the source: *; ? = inconclusive; . = not tested or not shown; & = joins results of further samples; [ ] = another dose, or the depositor's remark. Unless noted, the call rests on the fitted dose curve; in most records, active means well fitted curve in the direction sought with a large enough effect; inconclusive means small, poorly fitted or top-dose-only effect, or another doubt; inactive means no such curve, though single readings can be large; an effect the other way counts as inactive or inconclusive. Unless noted, on the % scale 0 is the no-effect control and ±100 the full control effect.

The first 7 entries (preview)
SMILES	HCV inh	Giardia FBPA inh	AmpC detergent	Sm TGR inh	AmpC no deterg	HCMV antiviral
COc1ccc(C(=O)Nc2nnc(S(=O)(=O)N(C)Cc3ccc(F)cc3)s2)cc1OC	7%	9%	-5%	-9%	69%[activator]	2
COc1cccc(NC(=O)CCC2CCN(C(=O)c3sccc3C)CC2)c1	-7%	.	1%	-17%	33%	4
COc1ccc(N(C(=O)c2ccccc2C)S(=O)(=O)c2ccc(C)cc2)cc1	.	.	12%	11%	.	-20
CC1(C)CC(=O)c2sc(NC(=O)CN3C(=O)CCC3=O)nc2C1	?	17%	?	-1%	-5%	27
CC(=O)c1c(C)[nH]c(C(=O)N(CCc2ccccc2)Cc2ccccc2)c1C	-16%	2%	2%	-4%	-2%	-4
O=C(O)CSc1nnc(-c2ccc(O)cc2)o1	.	.	0%	11%	.	7
Cc1cccc(-c2cc(C(=O)NCCCn3ccnc3)c3ccccc3n2)c1	.	6%	-4%	1%	68%[activator]	.

The listing (from the top)
SMILES	HCV inh	Giardia FBPA inh	AmpC detergent	Sm TGR inh	AmpC no deterg	HCMV antiviral
COc1ccc(C(=O)Nc2nnc(S(=O)(=O)N(C)Cc3ccc(F)cc3)s2)cc1OC	7%	9%	-5%	-9%	69%[activator]	2
COc1cccc(NC(=O)CCC2CCN(C(=O)c3sccc3C)CC2)c1	-7%	.	1%	-17%	33%	4
COc1ccc(N(C(=O)c2ccccc2C)S(=O)(=O)c2ccc(C)cc2)cc1	.	.	12%	11%	.	-20
CC1(C)CC(=O)c2sc(NC(=O)CN3C(=O)CCC3=O)nc2C1	?	17%	?	-1%	-5%	27
CC(=O)c1c(C)[nH]c(C(=O)N(CCc2ccccc2)Cc2ccccc2)c1C	-16%	2%	2%	-4%	-2%	-4
O=C(O)CSc1nnc(-c2ccc(O)cc2)o1	.	.	0%	11%	.	7
Cc1cccc(-c2cc(C(=O)NCCCn3ccnc3)c3ccccc3n2)c1	.	6%	-4%	1%	68%[activator]	.
Cc1ccc(C2CN(CCC(N)=O)C(=O)CO2)cc1 (stereo unspecified)	6%	.	-3%	-15%	-2%	4
COc1cc(CCCN2C(=O)C(=O)NC[C@@H]2CCCCN)cc(OC)c1OC	7%	10%	3%	12%	-14%	?
CC(C)N(Cc1ccccc1)C(=O)CN1C(=O)COc2ccc(S(=O)(=O)NC3CCCC3)cc21	7%	6%	-5%&18%	-1%&2%	36%	-34&-27
CCOc1ccc(NC(=O)Cn2c(=O)n(CCCC(=O)NCc3ccc4c(c3)OCO4)c(=O)c3ccccc32)cc1	.	.	-2%	-1%	.	23
O=C(c1ccccc1)c1ccc(OCCCN2CCCC2)cc1	36%[activator]	-13%	-3%	-2%	-4%	-7
COc1ccc2nc(NC(=O)C3CCN(S(=O)(=O)c4cnc[nH]4)CC3)sc2c1	4%	3%	?	-17%	-19%	-18
COc1cc(/C=N/NC(=O)[C@H](Cc2c[nH]c3ccccc23)NC(=O)OCC(C)C)cc([N+](=O)[O-])c1O	1%	-19%	-5%	4%	-31%	-6
Cc1ccc(OCC(=O)N(Cc2cccs2)C2CCS(=O)(=O)C2)cc1 (stereo unspecified)	27%	-1%	3%	4%	21%	17
COc1cc(CNC(C)C)ccc1OCC(=O)Nc1cccc2ccccc12	?	.	9%	-25%	17%	-6
CC(OC(=O)CN1C(=O)NC(C)(C)C1=O)C(=O)c1ccccc1 (stereo unspecified)	10%	5%	4%	-19%	-12%	-2
Cc1ccc(NS(=O)(=O)c2ccc(NC(=O)CSc3ccc(Cl)cc3)cc2)c(C)c1	?	-1%	0%	5%	-30%	51
CN1CCN(S(=O)(=O)c2ccc(Cc3ccc(S(=O)(=O)N4CCN(C)CC4)cc3)cc2)CC1	-4%	8%	-18%	?	103%[activator]	-29
COc1ccc(CCNC(=O)CCCn2c(=O)c3cccn3c3ccccc32)cc1OC	.	.	14%	?	.	-23
CC(=O)N/N=C(\C)CC(=O)NC(C)(C)C	9%	3%	3%	-1%	-3%	-40
COc1ccc2[nH]c(=O)c(CN(Cc3cccs3)S(=O)(=O)c3c(C)ccc4nsnc34)cc2c1	11µM*	0%	-2%	-9%	-16%	-103*
COc1cc2c(cc1OC)CN(Cc1cc(=O)oc3cc(C)c(Cl)cc13)CC2	?	-14%	-11%	-5%	10µM*	-18
COc1ccc2c(c1O)Cc1ccccc1C2=O	-6%	-4%	-12%	-3%	-21%	.

A different layout for part of the listing above.
Fields: HCV inh	Giardia FBPA inh	AmpC detergent	Sm TGR inh	AmpC no deterg	HCMV antiviral
Cc1ccc(NS(=O)(=O)c2ccc(NC(=O)CSc3ccc(Cl)cc3)cc2)c(C)c1
 : ?	-1%	0%	5%	-30%	51
COc1ccc2[nH]c(=O)c(CN(Cc3cccs3)S(=O)(=O)c3c(C)ccc4nsnc34)cc2c1
 : 11µM*	0%	-2%	-9%	-16%	-103*

(next part)
SMILES	HCV inh	Giardia FBPA inh	AmpC detergent	Sm TGR inh	AmpC no deterg	HCMV antiviral
N#CC1=C(S)N(c2ccc(F)cc2)C(c2ccco2)NC1=O (stereo unspecified)	-16%	?	-13%	-26%	-24%	20
COC(=O)c1sccc1NC(=O)CC1C(=O)NCCN1C(=O)Nc1ccc(F)cc1F (stereo unspecified)	10%	-9%	2%	-8%	52%	21
COc1cccc(C(=O)Nc2ccc(NC(=O)c3ccco3)c(Cl)c2)c1	?	-18%	?	4%	-20%	.
CCCCOc1ccc(C(=O)NCC(=O)OC2CCOC2=O)cc1 (stereo unspecified)	?	9%	1%	?	.	-29
O=C(NC1CCCC1)c1ccc(CS(=O)Cc2ccccc2Cl)o1 (stereo unspecified)	-22%	.	4%	32µM*	-5%	0
COCCSc1ccccc1C(=O)Nc1nnc(C)s1	?	-3%	-15%	-12%	4%	7
C=CCn1c(=O)c(C=Nc2cccc([N+](=O)[O-])c2)c(O)n(CCCC)c1=O	13%	-7%	?	?	-39%	87
CC1CCc2c(sc(NC(=O)C3c4ccccc4Oc4ccccc43)c2C(N)=O)C1 (stereo unspecified)	-19%	0%	-2%	-7%	-37%	-11
OCCC1CN(Cc2cc(F)ccc2-n2cccn2)CCN1Cc1ccc(F)cc1 (stereo unspecified)	-21%	3%	3%	?	49%	0
CCc1c(C)nc(N)nc1N1N=C1SC	13%	3%	3%	12%	-14%	36
CCOC(=O)C1CCN(C(=O)C2CCCCC2)CC1	-9%	7%	-11%	-1%	-7%	2
Cc1nn(C(C)C(=O)N2CCN(c3ccc(Cl)cc3)CC2)c(=O)c2cc3occc3n12 (stereo unspecified)	.	.	-1%	-15%	.	?
O=C(c1ccc(=O)[nH]n1)N1CCN(S(=O)(=O)c2ccc(C(F)(F)F)cc2)CC1	5%	.	4%	-4%	3%	7
COc1ccc(-c2ccc3c(n2)sc2c(=O)[nH]c(=O)[nH]c23)cc1OC	.	-7%	4%	1%	-33%	.
COc1cc(C(=O)NCc2cccnc2)ccc1OCC(=O)Nc1cccc(C(F)(F)F)c1	?	.	?	-4%	35%	-73*
COC(=O)/C(C#N)=C/c1c(N2CCCCCC2)nc2ccccn2c1=O	-2%	4%	2%	-17%	23%	?
Cc1ccc(N2C(=O)C3C(c4ccccc4)N4CCCN4C3(C)C2=O)cc1 (stereo unspecified)	-12%	2%	-1%	-5%	-21%	-23
C/C(N)=C(/C#N)C(=O)CSc1nnc(SCc2ccc(Cl)cc2)s1	?	-2%	-1%	-4%	-43%	-64*
Cc1ccc(-n2c(O)cnc2Nc2nc(C)cc(C)n2)cc1	21%	-5%	1%	0%	-9%	-3
Cc1cc(=O)[nH]c(SCC(=O)NC2CCCCCCC2)n1	31%[activator]	.	.	.	-18%	-36
CN(C(=O)c1cc(-c2ccccc2O)on1)c1ccccc1	.	.	-2%	4%	.	11
CC(C)CNC(=S)N(CCN(C)C)Cc1cc2cc3c(cc2[nH]c1=O)OCCO3	-9%	-2%	2%	-24%	0%	11
Cn1c(=O)c2nc(Cl)c(-c3ccccc3)nc2n(C)c1=O	11%	8%	-8%	-16%	-14%	?
O=C(CSc1ccccn1)Nc1nc2c(ccc3ccccc32)s1	?	-8%	?	-4%	-48%	58
CCN1C(=O)c2ccccc2S(=O)c2ccc(C(=O)N3CCN(C(=O)c4ccco4)CC3)cc21 (stereo unspecified)	4%&-12%	5%	-11%	-22%	-10%	26
O=C(CSc1nc2ccccc2nc1Cc1ccccc1)Nc1ccc2c(c1)OCO2	.	.	-5%	3%	.	0
CCOC(=O)CNC(=O)c1cc2c(=O)n3cccc(C)c3nc2n1C	.	.	4%	-6%	.	-35
Cc1ccc(-c2nc3ccccc3[nH]2)cc1NC(=O)COc1ccc(Cl)cc1Cl	.	.	-1%	0%	.	-10
Cc1c(C(=O)NC(=S)NCc2cccnc2)cccc1[N+](=O)[O-]	11%	.	4%	-11%	-7%	-20
S=c1[nH]ncn1/N=C/c1cccs1	4%	?	-3%	-4%	-8%	0
O=C(c1ccc(-c2ccccc2)cc1)N1CCN(c2ccccc2)CC1	0%	-3%	-3%	0%	-25%	17
C=CCOC(=O)C1=C(C)NC(SCC(=O)OCC)=C(C#N)C1c1ccc(O)c(OC)c1 (stereo unspecified)	?	-1%	-10%	-32%	-28%	.
COc1ccc(NC(=O)CSc2cccc3cccnc23)c(OC)c1	-6%	3%	-1%	5%	-10%	-32
COc1ccc(CCCc2nnc(SCc3nc4ccccc4c(=O)[nH]3)n2C)cc1C	-16%	0%	3%	0%	30%	-20
O=C(c1ccco1)N1CCN(S(=O)(=O)N2CCOCC2)CC1	-1%	3%	?	10%	-3%	-12
O=C1c2ccccc2C(=O)N1CCCn1ccnc1	12%	-20%	-2%	-3%	-8%	-6
CC(=O)Nc1ccc(C=NNc2ccc(S(=O)(=O)Nc3ccccc3C(=O)O)cc2[N+](=O)[O-])cc1	17%	.	.	.	-24%	2
COc1ccc2c(CN3CCN(S(=O)(=O)c4cccs4)CC3)cc(=O)oc2c1	?	0%	-1%	-10%	-15%	-35

5 compounds from above, arranged by SMILES length, ascending.
SMILES	HCV inh	Giardia FBPA inh	AmpC detergent	Sm TGR inh	AmpC no deterg	HCMV antiviral
CCOC(=O)CNC(=O)c1cc2c(=O)n3cccc(C)c3nc2n1C	.	.	4%	-6%	.	-35
Cc1c(C(=O)NC(=S)NCc2cccnc2)cccc1[N+](=O)[O-]	11%	.	4%	-11%	-7%	-20
COc1ccc(CCCc2nnc(SCc3nc4ccccc4c(=O)[nH]3)n2C)cc1C	-16%	0%	3%	0%	30%	-20
C=CCOC(=O)C1=C(C)NC(SCC(=O)OCC)=C(C#N)C1c1ccc(O)c(OC)c1 (stereo unspecified)	?	-1%	-10%	-32%	-28%	.
CC(=O)Nc1ccc(C=NNc2ccc(S(=O)(=O)Nc3ccccc3C(=O)O)cc2[N+](=O)[O-])cc1	17%	.	.	.	-24%	2
